Lipid storage S3: qHTS Assay for Lipid Storage Modulators in Drosophila S3 Cells; Drosophila S3 cells, BODIPY lipid droplet fluorescence, 18-24 h; cells fed with added oleic acid; Potency in µM for hits, for the others lipid storage change, negative = inhibition, % at the top dose, mostly 46.1 µM; 320,000 tested, 0.64% active; AID 2685; active means well fitted inhibition curve with a large enough effect in the signal ratio, with a control signal flat, not every such curve was filed as active; inconclusive means small, poorly fitted or top-dose-only effect, or effect the other way, or a change in a side signal; the % refers to the signal ratio
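Laser-scanning cytometry quantifies lipid droplet accumulation (500–530 nm total intensity; droplet/cell object ratio) in oleic acid-fed (400 uM added) Drosophila S3 cells treated with a concentration series. 20 uM Triacsin C defined 100% inhibition.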
Lipid storage S3 cell count max: second read-out of Lipid storage S3, no call of its own (marks repeat the call); cell number change, %; measured here: cell count max response;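 cells counted by Cell Tracker Red CMTPX staining in the red channel; peak over a dose series mostly up to 46.1 µM; percent activity relative to internal control wells on each plate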
Active calls of the source: *; i = inactive; ? = inconclusive; . = not tested or not shown. On the % scale 0 is the no-effect control and ±100 the full control effect; potency means the concentration at half of the fitted maximal effect. A portion of the library; rates above refer to the full screens.

Sample of the layout (7 entries):
SMILES	Lipid storage S3	Lipid storage S3 cell count max
COc1cccc(CN(Cc2ccco2)S(=O)(=O)c2ccc(S(=O)(=O)NCc3ccccc3)cc2)c1OC	?	.
COc1ccc(Cc2nc(-c3cccc(C)c3)no2)cc1	i	.
COc1ccccc1C(=O)Nc1cc2ccccc2oc1=O	?	.
CCn1c(=O)c(C(=O)CN2CCN(S(=O)(=O)c3cc(C)ccc3C)CC2)c(N)n(Cc2ccccc2)c1=O	18.2%	-0.9
O=C(CNC(=O)c1sc2ccccc2c1Cl)NCc1cccnc1	?	.
CC(C)CN1C(=O)C(=O)N(CC(=O)NCc2ccc3c(c2)OCO3)C1=O	?	.
CCCN(CC(=O)Nc1ccccc1C)C(=O)C1CC(=O)N(c2cccc(C)c2C)C1 (configuration not stated)	?	.

This part in full, repeating the preview:
SMILES	Lipid storage S3	Lipid storage S3 cell count max
COc1cccc(CN(Cc2ccco2)S(=O)(=O)c2ccc(S(=O)(=O)NCc3ccccc3)cc2)c1OC	?	.
COc1ccc(Cc2nc(-c3cccc(C)c3)no2)cc1	i	.
COc1ccccc1C(=O)Nc1cc2ccccc2oc1=O	?	.
CCn1c(=O)c(C(=O)CN2CCN(S(=O)(=O)c3cc(C)ccc3C)CC2)c(N)n(Cc2ccccc2)c1=O	18.2%	-0.9
O=C(CNC(=O)c1sc2ccccc2c1Cl)NCc1cccnc1	?	.
CC(C)CN1C(=O)C(=O)N(CC(=O)NCc2ccc3c(c2)OCO3)C1=O	?	.
CCCN(CC(=O)Nc1ccccc1C)C(=O)C1CC(=O)N(c2cccc(C)c2C)C1 (configuration not stated)	?	.
OCCNc1ncnc2c1sc1nc(N3CCOCC3)c3c(c12)CCC3	24.5%	0.1
O=C(C1CCCC1)N1CCC(CC2CC(c3cccc(Br)c3)=NO2)(C(=O)NCC2CCCCC2)CC1 (configuration not stated)	?	.
NC(=O)c1c(NC(=S)Nc2ccc(F)cc2)sc2c1CCCC2	-11.1%	-5.7
CC1CC(C)CN(C(=O)c2ccccc2Nc2ccc(SC(F)F)cc2)C1 (configuration not stated)	?	.
O=C(c1ccccc1OC(F)F)N1CCN(S(=O)(=O)c2ccc3c(c2)OCCCO3)CC1	?	.
CCCCn1c(N)c(N(CCOC)C(=O)C2CC(=O)N(c3cccc(SC)c3)C2)c(=O)[nH]c1=O (configuration not stated)	?	.
CC(C)CNC(=O)COc1ncnc2ccccc12	?	.
CC(OC(=O)c1cc(=O)[nH]c2ccccc12)c1ccccc1 (configuration not stated)	?	.
COc1ccc(N(C(=O)c2cccnc2)S(=O)(=O)c2ccc(OC)c(OC)c2)cc1	?	.
Cc1ccc(OCCn2cc(/C=C(\C#N)C(=O)NCC3CCCO3)c3ccccc32)cc1C (configuration not stated)	?	.
CC(C)[C@H](NC(=O)NC1CCN(Cc2ccccc2)CC1)C(=O)O	-6.9%	11.2
Cc1ccc(S(=O)(=O)N2CCN(Cc3csc(C)n3)CC2)cc1	?	.
Cc1ccc2c(c1)c1c(n2CC(O)Cn2ccnc2C)C(=O)CCC1 (configuration not stated)	4.1%	-12.2
CC1CCc2c(sc(NC(=O)Cn3nc(C(F)(F)F)c4c3CCCCC4)c2C#N)C1 (configuration not stated)	?	.
COc1cc(OC)cc(-c2cc3nc(C)cc(N4CCN(C(=O)c5ccco5)CC4)n3n2)c1	?	.
COc1cc(NC(=O)COc2cc(O)c3c(c2)OC(C)(C)CC3=O)cc(OC)c1OC	?	.
CC(C)c1ccc(OCC(=O)Nc2cccc3c2CCCC3)cc1	?	.
COc1cccc(CNC(=O)Cn2ccc3cc(S(=O)(=O)N4CCCCCC4)ccc32)c1	i	-11.5
COc1ccc(S(=O)(=O)NC(C)C(=O)N2CCCC2)cc1C (configuration not stated)	?	.
O=S(=O)(c1ccc(NCC2CCCCC2)nc1)N1CCOCC1	15.4%	-0.3
S=C(Nc1ccccc1Cl)NC1CCCCCC1	?	.
O=C(CSc1ncnc2c1oc1ccccc12)Nc1ccccc1C(F)(F)F	3.4%	0.7
COC(=O)c1c(CSc2ccc(Cl)cc2)noc1C(=O)NCc1ccco1	?	.
O=C(COc1ccccc1F)NNC(=O)c1cccc(-n2cccc2)c1	-3.4%	-3.8
Cn1cc(CN2CC3C[C@@H]4CC2C[C@H](C3)C4)c(-c2ccc3c(c2)OCCO3)n1	-0.1%	22.3
Cc1ccc(N2C(=O)C3C4C=CC(CNC(=S)Nc5ccc(F)cc5)(O4)C3C2=O)cc1 (configuration not stated)	18.9%	1.3
Cc1ccn(C(=O)c2ccc(NC(=O)C3CCCCC3)cc2)n1	-8.9%	-3.8
CN(C)S(=O)(=O)N1CCN(CC(=O)Nc2ccc(Br)cc2)CC1	?	.
CCOC(=O)CCCSc1nc2sc3c(c2c(=O)[nH]1)CCC3	?	.
CCCCNC(=O)NNC(=O)c1ccoc1C	?	.
CCNC(=O)CN(CCc1ccccc1)S(=O)(=O)c1ccc(OC)cc1	?	.
COc1ccccc1CNC(=O)CSc1ncc(C(=O)Nc2ccccc2)c(=O)n1C	?	.
O=c1[nH]cnc2c1sc1nc3c(c(-c4ccc(Cl)cc4)c12)CCC3	?	.
CSc1nc(N)nc(-c2cccs2)c1C#N	0.5%	1.9
COc1ccc(NC(=O)Cn2c(=O)n(CC(=O)NCc3ccco3)c(=O)c3ccccc32)cc1	?	.
CCn1c(=O)c(CCC(=O)NCCN2CCOCC2)c(C)c2c(C)nn(-c3cccc(C)c3)c21	i	-17.1
CCOc1ccc(NC(=O)NCc2ccco2)cc1	?	.
O=C(CSc1nnc(C2CC2)n1CC1CCCO1)Nc1ccc(Cl)cc1 (configuration not stated)	?	.
CCN1CCN(C2=C(NS(=O)(=O)c3ccc(Br)cc3)C(=O)c3ccccc3C2=O)CC1	?	.
COc1ccc(/C=C2\Oc3cc(OCC(=O)N4CC(O)C[C@H]4C(=O)O)ccc3C2=O)c(OC)c1OC (some centres not stated)	?	.
O=C(COC(=O)c1cc([N+](=O)[O-])ccc1N1CCOCC1)Nc1ccccc1OC(F)F	?	.
O=C(CN1C(=O)NC2(CCSC2)C1=O)N1CCN(c2ccc(F)cc2)CC1 (configuration not stated)	9.0%	4.1
CC1CCCCC12NC(=O)N(CC(=O)Nc1ccc3c(c1)OCCCO3)C2=O (configuration not stated)	7.0%	-10.3
O=C(N/N=C(\CC(=O)c1cccs1)C(F)(F)F)c1ccncc1	1.3%	6.8
Cc1cc(NC(=O)c2cccs2)n(-c2ccccc2)n1	?	.
O=C(COC(=O)c1cc(Cl)ccc1O)NCC1CCCO1 (configuration not stated)	?	.
CSc1cccc(NC(=O)c2cc(S(=O)(=O)N3CCCC3)cn2C)c1	?	.
Oc1oc(-c2ccccc2Br)nc1C=Nc1ccc(Br)cn1	-1.0%	-25.6
COc1ccc(NC(=O)CCS(=O)(=O)c2cc3c(cc2C)NC(=O)CO3)cc1	0.1%	15.0
COc1ccc(N(C(=O)CNC(=O)c2ccco2)C(C(=O)NCC2CCCO2)c2ccccc2)cc1OC (configuration not stated)	i	7.7
O=C1CC(N2CCN(C/C=C/c3ccccc3)CC2)C(=O)N1Cc1cccs1 (configuration not stated)	?	.
Cc1ccc2nc3c(nc2c1C)CCCC3	12.2%	-13.2
CCN(C(=O)c1cc(Cl)ccc1OC)c1ccccc1	?	.

Next section.
SMILES	Lipid storage S3	Lipid storage S3 cell count max
CCOc1ccc(N(CC(=O)Nc2cccc(OC)c2)S(=O)(=O)c2c(C)noc2C)cc1	?	.
O=C(c1ccco1)N1CCN(c2nc(-c3ccc(F)cc3)cs2)CC1	i	-1.2
COc1cccc(CNC(=O)COC(=O)c2cc(Br)c(Br)s2)c1	?	.
CN(C)S(=O)(=O)c1ccc(Cl)c(C(=O)NNC(=O)Cc2nc3ccccc3n2C)c1	?	.
Cc1oc(-c2ccccc2)nc1CS(=O)CC(=O)NC1CCCC1 (configuration not stated)	?	.
CC1CCCCC1NC(=O)CSc1nnc(COc2ccccc2Cl)o1 (configuration not stated)	4.3%	-18.5
O=[N+]([O-])C(=c1ccc2c(c1)N1C3=C(CCCC3)CC3CCCCC31N=2)[N+](=O)[O-] (configuration not stated)	-9.0%	4.0
Cc1ccc(/C=N/NC(=O)Cn2nc(C)c(Br)c2C)o1	?	.
CCC(=O)N(Cc1ccco1)Cc1cc2cccc(C)c2n2nnnc12	-15.0%	5.7
O=C(NCc1ccco1)C1CCN(S(=O)(=O)c2ccccc2C(F)(F)F)CC1	?	.
CCOc1ccccc1CNc1ccc(O)cc1	?	.
Cc1ccccc1C(=O)NC1CCN(CC(=O)NC2CCCCC2)CC1	?	.

Whole records, quoted from the list:
`CCOC(=O)CCCSc1nc2sc3c(c2c(=O)[nH]1)CCC3` is listed as Lipid storage S3 = ?; Lipid storage S3 cell count max = .
`CN(C)S(=O)(=O)N1CCN(CC(=O)Nc2ccc(Br)cc2)CC1` is listed as Lipid storage S3 = ?; Lipid storage S3 cell count max = .

The results go on.
SMILES	Lipid storage S3	Lipid storage S3 cell count max
Cc1ccc(N2C(N)=C(C#N)C(c3ccsc3)C3=C2CC(C)(C)CC3=O)cc1 (configuration not stated)	8.1%	-3.1
Cc1ccccc1NS(=O)(=O)c1ccc(C(=O)NNC(=O)c2ccccc2O)cc1	27.4%	28.7
COCc1[nH]c(=S)[nH]c(=O)c1C	?	.
CCNC(=O)Oc1ccc[nH]c1=O	9.2%	22.8
COCCNc1ccc(N2C(=O)C3CCCCC3C2=O)cc1[N+](=O)[O-] (configuration not stated)	?	.
COC(=O)N/N=C\c1ccccc1OC/C=C/c1ccccc1	?	.
CCN1CCC(Nc2ccnc3cc(Cl)ccc23)CC1	4.0%	-1.3
O=S(=O)(NCc1cn2ccccc2n1)c1cc(F)ccc1F	0.6%	-7.1
CCOC(=O)c1cnn(-c2nc(OCC)cc(OCC)n2)c1C	?	.
CC1=NNC(=O)C1Cc1ccccc1C (configuration not stated)	1.0%	3.0
CCCC(=O)N(CCN1CCOCC1)c1nc2cc(C)c(C)cc2s1	?	.
Cc1ccc(C(=O)O)cc1NC(=S)NC(=O)Cc1ccccc1	?	.
COCCCn1c(C(=O)N2CC(C)OC(C)C2)cc2c(=O)n3ccccc3nc21 (configuration not stated)	-9.1%	-27.4
Cc1ccc(OC(=O)c2ccc3snnc3c2)cc1	8.8%	.
COc1ccc(O)c(C=Nc2cc(C)on2)c1	?	.
COc1ccc(C2C(C(=O)NCc3ccco3)CCC(=O)N2c2ccc(OC)cc2)cc1 (configuration not stated)	-14.7%	-1.9
CCn1c(-c2cc(-c3ccc(C)cc3)nc3ccccc23)n[nH]c1=S	?	.
CCOC(=O)c1ccc(NS(=O)(=O)c2cc(-c3nnnn3CC)ccc2OC)cc1	0.8%	13.8
CCOC(=O)C(Cc1c(F)cccc1Cl)c1ccnc2nc(N)nn12 (configuration not stated)	5.8%	10.7
Cc1oc2ccc(OCc3ccc(F)cc3Cl)cc2c1C(=O)O	4.6%	9.3
CCCC1Cc2c(sc3ncnc(N)c23)CO1 (configuration not stated)	?	.
COc1ccc(C(=O)NCCn2ccc3ccccc32)c(OC)c1	?	.
COc1cc(N=Cc2c(CO)cnc(C)c2O)cc(OC)c1OC	?	.
Cc1ccccc1N=C1c2ccccc2C(=O)C1[N+](=O)[O-] (configuration not stated)	?	.
CCn1ncc(N2CCOCC2)c(Cl)c1=O	?	.
Cc1nnsc1NC(=O)OCc1ccc(C(C)(C)C)cc1	?	.
Cc1ccc(C)c(-c2nnc(OCC(=O)Nc3cc(C)on3)c3ccccc23)c1	?	.
Cn1cc(S(=O)(=O)Nc2ccc(Oc3ccccc3)cc2)c(=O)n(C)c1=O	-7.0%	24.3
CCOc1ccccc1NC(=O)C1CCCN(S(=O)(=O)c2cccc3nsnc23)C1 (configuration not stated)	20.9%	-15.5
C=CCN(C(=O)OC(C)(C)C)S(=O)(=O)NCc1ccccc1	?	.
COCc1cc(/C=N\NC(=O)c2ccc(Cl)cc2)ccc1OC	-3.6%	13.2
Cc1cccc(-c2oc(C)c(C)[n+]2[O-])c1	-1.5%	4.2
O=C1C2=C(C(c3ccccc3)=NCCN2)C(c2cccc([N+](=O)[O-])c2)N1c1ccccc1 (configuration not stated)	?	.
Cc1ccc2cccc(S(=O)(=O)Nc3c(C)n(C)n(-c4ccccc4)c3=O)c2n1	?	.
Cc1ccc(S(=O)(=O)N2CCN(c3nccnc3C#N)CC2)cc1	7.6%	5.2
COc1ccc(CC(NC(C)=O)C(=O)NC2CCN(C(=O)c3ccc(Cl)cc3)CC2)cc1 (configuration not stated)	?	.

Not a retest: two of the compounds above.
SMILES	Lipid storage S3	Lipid storage S3 cell count max
Cc1ccc(S(=O)(=O)N2CCN(c3nccnc3C#N)CC2)cc1	7.6%	5.2
COc1ccc(CC(NC(C)=O)C(=O)NC2CCN(C(=O)c3ccc(Cl)cc3)CC2)cc1 (configuration not stated)	?	.

Additional results.
SMILES	Lipid storage S3	Lipid storage S3 cell count max
Cc1ccc(C)c(N(CC(=O)NC(C)C)C(=O)CCC(=O)Nc2ccccn2)c1	i	-5.8
O=C(CCNC(=O)N1CC(=O)Nc2ccccc21)Nc1cccc(Cl)c1	-0.4%	.
Cc1cccc(NCN2C(=O)C3C4C=CC(C4)C3C2=O)c1 (configuration not stated)	?	.
COc1ccc(C(=O)Nc2ccc(Cl)cc2C(=O)N2CCCC(C)C2)cc1 (configuration not stated)	?	.
CC(C)c1ccc(C(=O)NCCCN2CCOCC2)cc1	13.7%	-2.4
CCCCCCCC(=O)NC1=NC(=O)C(C)(C)S1	?	.
CC1CC(N(C(=O)c2ccco2)c2ccccc2)c2ccccc2N1C(=O)c1ccco1 (configuration not stated)	?	.
COCCCNC(=O)CCc1nc2cccnc2n1Cc1ccc(OC)cc1	?	.
COc1ccc(-n2nc(C(=O)NCC(=O)Nc3cccc(Cl)c3)c3ccccc3c2=O)cc1	?	.
O=S(=O)(c1cccc(Cl)c1)N1CCSc2ccccc21	0.2%	1.7

High-throughput results as filed in PubChem BioAssay.
